TRb SRC2 PPI: TRbeta-SRC2 interaction inhibition; P10828; AID 1469; hit rate 0.065% among 280,000; TRbeta-SRC2 peptide binding, fluorescence polarization; receptor liganded with 1 µM T3; Potency, µM (titrated, usually from 106 µM), for inactives: at the top dose activity change, negative = inhibition, actives largely listed as inhibitors; active = well fitted inhibition curve with a large enough effect; inconclusive = small, poorly fitted or top-dose-only effect, or effect the other way;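 also: plate controls were bound peptide for no effect and peptide without receptor for full effect; nearly all actives have a fitted effect of over 50% in size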
Target sequence (P10828 whole entry, looked up): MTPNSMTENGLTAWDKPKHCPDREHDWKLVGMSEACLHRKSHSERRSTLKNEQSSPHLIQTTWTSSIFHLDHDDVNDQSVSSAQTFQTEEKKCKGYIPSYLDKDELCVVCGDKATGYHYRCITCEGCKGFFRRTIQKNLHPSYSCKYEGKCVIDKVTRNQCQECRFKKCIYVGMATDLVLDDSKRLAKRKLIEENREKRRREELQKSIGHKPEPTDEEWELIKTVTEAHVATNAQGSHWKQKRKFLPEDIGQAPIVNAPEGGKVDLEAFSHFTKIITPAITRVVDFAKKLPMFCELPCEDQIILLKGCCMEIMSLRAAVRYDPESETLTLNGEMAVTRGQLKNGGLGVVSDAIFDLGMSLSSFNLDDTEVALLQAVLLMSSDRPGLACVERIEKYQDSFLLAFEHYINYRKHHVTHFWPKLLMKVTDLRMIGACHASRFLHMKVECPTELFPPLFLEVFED
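Binding of a 20-amino-acid Texas Red SRC2 peptide (20 nM) to TRb ligand-binding domain (0.6 uM) with agonist T3 at 1 uM was followed by fluorescence polarization after a 5 hr room-temperature incubation.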
TexasRed fluor: counter-screen for TRb-SRC2 inhibitors: fluorescence interference. hit rate 0.29% among 280,000. TRb/SRC2 Texas Red total fluorescence interference. Potency, µM (doses to about 106 µM), inactives show at the top dose fluorescence change, negative = quenching; active = well fitted curve in either direction with a large enough effect; inconclusive = small, poorly fitted or top-dose-only effect
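Human TRβ ligand-binding domain (0.6 uM) and Texas Red SRC2 peptide (20 nM) in Tris buffer with 1 uM T3 and 5% DMSO were incubated with pinned compound for 5 hr at ambient temperature. Total fluorescence was computed as S + 2P (555/632 nm).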
The depositor's hits bear a star. Unless noted, % is scaled to controls: 0 for no effect and ±100 for the full control effect; potency is read from the fitted curve at half-maximal effect.

Results for CC1=C(C(=O)Nc2ccccc2)C(c2ccc(F)cc2)n2nc(SCc3cc(C)ccc3C)nc2N1 (centres undefined) ?
TRb SRC2 PPI: 0%; TexasRed fluor: -3%

How did CCC1Oc2ccccc2N(CC(=O)NCc2cc(OC)ccc2OC)C1=O (centres undefined) do in these assays?
TRb SRC2 PPI: -8%; TexasRed fluor: -2%

How did Cc1cccc(N2CCN(C(=O)c3cccc(-n4c(C)nc5cccnc54)c3)CC2C)c1 (centres undefined) do in these assays?
TRb SRC2 PPI: -5%; TexasRed fluor: -1%

What do the screens show for `Cc1cccc(N2CCN(S(=O)(=O)c3ccc(-c4cc(C(F)(F)F)on4)s3)CC2)c1C`?
TRb SRC2 PPI: 3%; TexasRed fluor: -3%

What do the screens show for `COc1ccc(NC(=O)c2oc3ccc(S(=O)(=O)N(C)C4CCCCC4)cc3c2C)cc1`?
TRb SRC2 PPI: 2%; TexasRed fluor: 0%

How did COCCn1c(C)cc(O)c(C(c2ccc(Cl)cc2)N2CCN(c3ccccc3)CC2)c1=O (centres undefined) do in these assays?
TRb SRC2 PPI: 9%; TexasRed fluor: 1%

Results for Cc1nn(CC(=O)Nc2ccc(OC(F)(F)F)cc2)c(=O)c2c(C)n(-c3ccc(Cl)cc3)nc12 ?
TRb SRC2 PPI: -1%; TexasRed fluor: -1%

Results for COc1ccc(-c2cc3c(=O)n(CC(=O)Nc4ccc(Br)c(C)c4)ccn3n2)cc1OC ?
TRb SRC2 PPI: 1%; TexasRed fluor: -2%

Results for CCOc1ccccc1C(=O)N1CCc2cc(OC)c(OC)cc2C1COc1ccc(OC)cc1 (centres undefined) ?
TRb SRC2 PPI: -3%; TexasRed fluor: 1%

Results for CC(C)(C)C(=O)NCCCC(=O)O ?
TRb SRC2 PPI: 4%; TexasRed fluor: -1%

Results for Cc1cccc(C)c1-n1ncc(C(=O)NCCCN2CCCCC2)c1C1CCN(C(=O)OC(C)(C)C)CC1 ?
TRb SRC2 PPI: 7%; TexasRed fluor: 4%

Results for Cc1cccc(-n2ccnc2SCC(=O)Nc2ccccc2C(F)(F)F)c1 ?
TRb SRC2 PPI: 1%; TexasRed fluor: 0%

What do the screens show for `Cc1ccc(-n2c(=O)c3cccnc3n2CC(=O)Nc2ccccc2C(F)(F)F)cc1C`?
TRb SRC2 PPI: -3%; TexasRed fluor: 1%

What do the screens show for `COc1cccc(CNC(=O)CCS(=O)(=O)c2cc3c4c(c2)CCN4C(=O)CC3)c1`?
TRb SRC2 PPI: 6%; TexasRed fluor: 1%

Results for COc1ccc(Cn2ccnc2SCC(=O)Nc2ccc(C)cc2C)cc1 ?
TRb SRC2 PPI: 4%; TexasRed fluor: -6%

Looked up by structure from above (2):
What do the screens show for `Cc1ccc(-n2c(=O)c3cccnc3n2CC(=O)Nc2ccccc2C(F)(F)F)cc1C`?
TRb SRC2 PPI: -3%; TexasRed fluor: 1%

How did Cc1cccc(N2CCN(C(=O)c3cccc(-n4c(C)nc5cccnc54)c3)CC2C)c1 (centres undefined) do in these assays?
TRb SRC2 PPI: -5%; TexasRed fluor: -1%

(next part)
How did CCOc1cc(CNC(=O)CSc2n[nH]c(-c3ccccc3)n2)cc(OCC)c1OCC do in these assays?
TRb SRC2 PPI: -1%; TexasRed fluor: -4%

What do the screens show for `CCOC(=O)c1sc2ccccc2c1S(=O)(=O)N1CCN(c2cccc(C)c2C)CC1`?
TRb SRC2 PPI: 0%; TexasRed fluor: 1%

What do the screens show for `Cc1ccc(CNC(=O)c2ccc(CSCc3ccc(Cl)cc3)o2)cc1`?
TRb SRC2 PPI: -5%; TexasRed fluor: -1%

What do the screens show for `COc1ccc(CC(=O)NCc2ccc3c(c2)CCN3C(C)=O)cc1OC`?
TRb SRC2 PPI: -3%; TexasRed fluor: -6%

Results for O=C(NCC(c1ccco1)S(=O)(=O)c1ccc(Cl)cc1)c1ccc(C(F)(F)F)cc1 (centres undefined) ?
TRb SRC2 PPI: 6%; TexasRed fluor: 0%

How did Cc1ccc(N(C)C(=O)CN2C(=O)CCc3cc(S(=O)(=O)N4CCOCC4)ccc32)cc1 do in these assays?
TRb SRC2 PPI: 8%; TexasRed fluor: -3%

How did COCCNc1oc(-c2ccccc2)nc1S(=O)(=O)c1ccc(Br)cc1 do in these assays?
TRb SRC2 PPI: 0%; TexasRed fluor: -2%

What do the screens show for `CC1CCCCN1C(=O)CSc1nc2ccccc2nc1Cc1ccc(Cl)cc1` (centres undefined)?
TRb SRC2 PPI: 0%; TexasRed fluor: -3%

How did CCc1ccccc1NC(=O)CN1C(=O)c2cccnc2Sc2ccccc21 do in these assays?
TRb SRC2 PPI: -3%; TexasRed fluor: inconclusive

What do the screens show for `COc1ccc(C(=O)NCC(c2ccc3c(c2)OCO3)N2CCN(C)CC2)cc1OC` (centres undefined)?
TRb SRC2 PPI: 12%; TexasRed fluor: 3%

Results for COc1ccc2c(c1)Cc1sc(NC(=O)c3cccc(Br)c3)nc1-2 ?
TRb SRC2 PPI: 4%; TexasRed fluor: -2%

How did CCN(CCCNC(=O)Cn1ncc2c([nH]c3ccc(C)cc32)c1=O)c1cccc(C)c1 do in these assays?
TRb SRC2 PPI: 2%; TexasRed fluor: 4%

What do the screens show for `COc1ccccc1-c1cc(NC(=O)COc2ccccc2Cl)n(-c2ccccc2)n1`?
TRb SRC2 PPI: -7%; TexasRed fluor: 0%

How did COc1ccc(CCNC(=O)CS(=O)Cc2nc(-c3ccc(C)cc3)oc2C)c(OC)c1 (centres undefined) do in these assays?
TRb SRC2 PPI: 1%; TexasRed fluor: 1%

What do the screens show for `Cc1cccc(N2CCN(C(=O)Cc3c(C(=O)O)c(C)cn3C)CC2C)c1` (centres undefined)?
TRb SRC2 PPI: 3%; TexasRed fluor: -3%

How did CCn1ccc2c(OCC(=O)NCc3ccc(C)cc3)cccc2c1=O do in these assays?
TRb SRC2 PPI: -4%; TexasRed fluor: 0%

How did Cc1cccc(C(=O)Nc2nnc(SCc3cc(=O)n4cccc(C)c4n3)s2)c1 do in these assays?
TRb SRC2 PPI: -10%; TexasRed fluor: -1%

What do the screens show for `CC(C)CCNC(=O)CN1C(=O)c2cccnc2Sc2ccccc21`?
TRb SRC2 PPI: 2%; TexasRed fluor: 0%

How did NC(=O)CSc1nnnn1-c1cccc(O)c1 do in these assays?
TRb SRC2 PPI: 10%; TexasRed fluor: -3%

How did CC(=O)c1ccc(NC(=O)Cn2c(=O)nc(-c3ccccc3)c3ccccc32)cc1 do in these assays?
TRb SRC2 PPI: 1%; TexasRed fluor: 1%

Results for COc1cc(OC)c(NS(=O)(=O)c2ccc3c(c2)CCCN3C(C)=O)cc1Cl ?
TRb SRC2 PPI: 5%; TexasRed fluor: inconclusive

What do the screens show for `COc1cccc(NC(=O)Cn2nnc(C(=O)NCCc3ccccc3)c2N)c1`?
TRb SRC2 PPI: -9%; TexasRed fluor: 1%

How did COc1ccc(Cn2ccc3nc(C)c(C(=O)N4CCN(c5ccccc5OC)CC4)cc3c2=O)cc1 do in these assays?
TRb SRC2 PPI: 12%; TexasRed fluor: 0%

What do the screens show for `COc1ccc(-n2ncc(C(=O)NCc3cccs3)c2C2CCN(C(=O)OC(C)(C)C)CC2)cc1`?
TRb SRC2 PPI: 2%; TexasRed fluor: -5%

What do the screens show for `O=S(=O)(NCCc1csc2nc(-c3ccccc3)nn12)c1cc(F)ccc1F`?
TRb SRC2 PPI: 1%; TexasRed fluor: 1%

What do the screens show for `CCOC(=O)c1cccc(NC(=O)Cn2c(=O)nc(-c3ccccc3F)c3cc(Cl)ccc32)c1`?
TRb SRC2 PPI: -8%; TexasRed fluor: -1%

Results for CCC(C(=O)Nc1cccc(-c2cn3cccnc3n2)c1)c1ccccc1 (centres undefined) ?
TRb SRC2 PPI: -8%; TexasRed fluor: -3%

Results for O=C(c1ccc2c(c1)N(Cc1cccc(F)c1)C(=O)c1ccccc1S2)N1CCC2(CC1)OCCO2 ?
TRb SRC2 PPI: -2%; TexasRed fluor: -1%

What do the screens show for `COc1cccc(C(=O)c2cn(CC(=O)NCc3ccccc3Cl)c3nc(C)ccc3c2=O)c1`?
TRb SRC2 PPI: 2%; TexasRed fluor: -1%

What do the screens show for `O=C(c1ccc2c(c1)N(Cc1cccc(Cl)c1)C(=O)c1ccccc1S2(=O)=O)N1CCCCCC1`?
TRb SRC2 PPI: -7%; TexasRed fluor: -1%

Compounds from the list above that contain a COOH group:
Results for CC(C)(C)C(=O)NCCCC(=O)O ?
TRb SRC2 PPI: 4%; TexasRed fluor: -1%

What do the screens show for `Cc1cccc(N2CCN(C(=O)Cc3c(C(=O)O)c(C)cn3C)CC2C)c1` (centres undefined)?
TRb SRC2 PPI: 3%; TexasRed fluor: -3%

The results go on.
What do the screens show for `Cc1ccc(NC(=O)N2CCN(c3nnc(C)c4c(C)n(-c5ccccc5)nc34)CC2)cc1Cl`?
TRb SRC2 PPI: 3%; TexasRed fluor: 0%

What do the screens show for `Cc1cc(=O)n(Cc2c(F)cccc2Cl)c2c1c(C)nn2-c1cccc(F)c1`?
TRb SRC2 PPI: -9%; TexasRed fluor: -1%

How did CNC(=O)c1ccc2nc(Cc3ccccc3)oc2c1 do in these assays?
TRb SRC2 PPI: 3%; TexasRed fluor: -5%

Results for CSc1ccc(CCNC(=O)C(C)n2nc(C)c3c(C)n(-c4ccccc4)nc3c2=O)cc1 (centres undefined) ?
TRb SRC2 PPI: -3%; TexasRed fluor: 1%

What do the screens show for `COc1ccccc1NC(=O)CCNS(=O)(=O)c1ccc2c(c1)CCCC(=O)N2`?
TRb SRC2 PPI: -3%; TexasRed fluor: -2%

How did O=C(NCc1cccc(Br)c1)c1ccc(-n2cnc3cccnc32)cc1 do in these assays?
TRb SRC2 PPI: 2%; TexasRed fluor: -2%

What do the screens show for `O=C(CCNS(=O)(=O)c1ccc2c(c1)CCN2C(=O)C1CC1)Nc1ccc(Cl)cc1`?
TRb SRC2 PPI: -4%; TexasRed fluor: -5%

What do the screens show for `Cc1ccc(S(=O)(=O)N2CCN(Cc3nc4ccc(C)cc4o3)CC2)c(C)c1`?
TRb SRC2 PPI: -1%; TexasRed fluor: -1%

How did COc1ccc(NC(=O)c2ccc3c(c2)c(C)c(C)n3Cc2ccc(F)cc2)cc1 do in these assays?
TRb SRC2 PPI: -5%; TexasRed fluor: -2%

Results for Cc1cc(=O)[nH]c2nnc(SCc3ccccc3F)n12 ?
TRb SRC2 PPI: 3%; TexasRed fluor: 0%

What do the screens show for `CC(=O)c1ccc(N2CCN(S(=O)(=O)c3ccc4c(c3)C(C)(C)C(=O)N4)CC2)cc1`?
TRb SRC2 PPI: -3%; TexasRed fluor: -1%

How did O=C(CSc1nc2ccccc2n1Cc1ccccc1F)NCc1ccccc1 do in these assays?
TRb SRC2 PPI: 1%; TexasRed fluor: -2%

How did Cc1ccc(NC(=O)N2CCN3CCCCC3C2)cc1C (centres undefined) do in these assays?
TRb SRC2 PPI: -3%; TexasRed fluor: -1%

How did CCOC(=O)c1ccccc1NC(=O)COc1ccccc1-c1nnc(-c2ccccc2)o1 do in these assays?
TRb SRC2 PPI: -3%; TexasRed fluor: -1%

How did Cc1ccc2[nH]c(CSc3nnc(NC(=O)c4ccccc4C)s3)cc(=O)c2c1 do in these assays?
TRb SRC2 PPI: 2%; TexasRed fluor: -1%

By substructure: those above with a tert-butyl group
Results for CC(C)(C)C(=O)NCCCC(=O)O ?
TRb SRC2 PPI: 4%; TexasRed fluor: -1%

Results for Cc1cccc(C)c1-n1ncc(C(=O)NCCCN2CCCCC2)c1C1CCN(C(=O)OC(C)(C)C)CC1 ?
TRb SRC2 PPI: 7%; TexasRed fluor: 4%

What do the screens show for `COc1ccc(-n2ncc(C(=O)NCc3cccs3)c2C2CCN(C(=O)OC(C)(C)C)CC2)cc1`?
TRb SRC2 PPI: 2%; TexasRed fluor: -5%

New compounds follow.
Results for COc1ccc(NC(=O)Cn2c(=O)oc3cc(S(=O)(=O)NC4CCCC4)ccc32)cc1OC ?
TRb SRC2 PPI: -1%; TexasRed fluor: -3%

How did CCOc1ccc(-c2cc(C(=O)NCCc3ccc(OC)c(OC)c3)c3c(-c4ccc(F)cc4)[nH]nc3n2)cc1 do in these assays?
TRb SRC2 PPI: -1%; TexasRed fluor: -14%

What do the screens show for `CC(=O)c1cccc(NC(=O)CSc2nnc3ccc(-c4ccc(F)cc4)nn23)c1`?
TRb SRC2 PPI: -4%; TexasRed fluor: 1%

How did COc1cccc(C(=O)NCC(c2ccc3c(c2)OCO3)N2CCOCC2)c1 (centres undefined) do in these assays?
TRb SRC2 PPI: 3%; TexasRed fluor: 3%

What do the screens show for `CC(C)NC(=O)c1ccc(Cn2c(SCC(N)=O)nc3ccccc3c2=O)cc1`?
TRb SRC2 PPI: -6%; TexasRed fluor: 2%

What do the screens show for `CC(=O)c1cccc(NC(=O)C2CCN(c3nnc(-n4cccc4)s3)CC2)c1`?
TRb SRC2 PPI: 9%; TexasRed fluor: -1%

What do the screens show for `CCc1ccc(NC(=O)c2cnc3sc(N4CCCC4)nn3c2=O)cc1`?
TRb SRC2 PPI: 1%; TexasRed fluor: -19%

Results for CC(C)(C)OC(=O)N1CCC(c2c(C(=O)NC3CCCCC3)cnn2-c2ccc(F)cc2F)CC1 ?
TRb SRC2 PPI: -3%; TexasRed fluor: 0%

The list is partial (hit frequency here may not be typical).
